CRFBP-R2 agonist = agonists of human CRF-binding protein/CRF-R2 receptor complex; HEK293 CRF-R2/CRF-BP, calcium dye fluorescence (FLIPR); percent of saturating CRF peptide response; activation, % at 13.2 µM; actives 0.46% (n = 350,000); AID 588473;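 active means activation of at least 50%, plus an integration ratio under a set limit after plate pattern correction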;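 further: plate controls were neutral control wells without compound for no effect and CRF at EC100 for full effect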
CRFR2-BP antag = CRF-BP/CRF-R2 complex antagonism; HEK293 CRF-R2/CRF-BP, CRF-induced calcium fluorescence; inhibition, % at 11.8 µM; actives 0.59% (n = 350,000);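 active means inhibition of the ligand-induced calcium signal above about 50% at the single tested concentration, limit read from the data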
GalR3 antagonist = antagonists of human GalR3; HEK293 GalR3-CNG cAMP membrane potential fluorescence; galR3 body fused to GalR1 C-terminus; inhibition, % at 3 µM; actives 0.44% (n = 360,000); AID 651719;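 active means inhibition above the screen-wide average plus 3 SD, cut at about 13% in these data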;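 further: forskolin and galanin both at EC90 stimulate the cells; cAMP rise reported by CNG channel membrane potential dye signal; 0% = forskolin plus galanin with DMSO and 100% = forskolin alone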
Target sequence (O60755 1-299 limits assumed): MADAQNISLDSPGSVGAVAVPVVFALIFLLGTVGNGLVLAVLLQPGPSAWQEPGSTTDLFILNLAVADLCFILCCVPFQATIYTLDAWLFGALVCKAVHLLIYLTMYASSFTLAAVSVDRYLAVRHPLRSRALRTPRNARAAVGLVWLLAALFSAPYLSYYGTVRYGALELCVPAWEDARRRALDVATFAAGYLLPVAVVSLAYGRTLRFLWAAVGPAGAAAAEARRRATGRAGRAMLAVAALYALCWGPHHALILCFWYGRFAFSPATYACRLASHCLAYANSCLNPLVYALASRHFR
Numbers without * were called inactive. An excerpt; rates above refer to the full screens.

SMILES | CRFBP-R2 agonist | CRFR2-BP antag | GalR3 antagonist
Cc1cc(C)cc(C(=O)NCC(=O)OCC(=O)c2c(N)n(C)c(=O)n(C)c2=O)c1 | -1.0 | -1 | -3
COc1ccc(OCCOC(=O)c2cc(S(=O)(=O)N3CCOCC3)c(Cl)cc2Cl)cc1 | 3.5 | 4 | 4
COc1ccc(S(=O)(=O)N2CCCCC2)cc1NC(=O)CSc1ncccn1 | -2.1 | 13 | -4
O=C(COC(=O)c1ccccc1F)NCc1ccc2c(c1)OCO2 | 0.6 | -3 | -6
O=C(Nc1cc(Cl)ccc1F)c1ccc(-n2cncn2)c([N+](=O)[O-])c1 | -2.7 | 4 | 0
Cc1[nH]c(SCC(=O)c2c(N)n(C)c(=O)n(C)c2=O)nc1Cc1ccccc1 | 0.5 | -17 | -2
O=C(COc1coc(CN2CCc3ccccc32)cc1=O)N1CCCCC1 | -1.1 | -4 | 4
O=C(Nc1ccc(Cl)cc1)c1cc(S(=O)(=O)N2CCCCC2)ccc1N1CCOCC1 | -1.1 | -9 | -6
CN(Cc1ccc(Cl)cc1Cl)C(=O)c1cccc(S(=O)(=O)N2CCN(c3ccccc3)CC2)c1 | 1.4 | 10 | -4
COc1ccc(C2CC(c3ccncc3)=NN2c2ccc(S(N)(=O)=O)cc2)cc1 (centres undefined) | -0.3 | -35 | -7
Cc1ccc(S(=O)(=O)N2[C@@H](c3ccc(C(C)(C)C)cc3)C(C(=O)O)=CC[C@H]2c2cccs2)cc1 | 3.3 | 17 | -2
CC(=O)Nc1ccc(C(=O)OCC(=O)N2CCN(C(=O)c3ccco3)CC2)cc1 | 0.8 | -5 | -6
C/C(=N\NC(=O)c1cccc(S(=O)(=O)N2CCOCC2)c1)c1ccc(C)cc1 | 0.1 | -1 | 1
Oc1ccc(Cl)cc1CNC1CCCCC1 | 3.7 | -22 | -7
COc1ccc(Cl)cc1NC(=O)CN(C)C(=O)C1CC1 | -2.2 | -2 | -7
CN(c1ccccc1)S(=O)(=O)c1ccc(C(=O)NCc2ccc(F)cc2)cc1 | 0.7 | 17 | -4
CC(C)c1ccc(NC(=O)C2=CC=CN3CCS(=O)(=O)N=C23)cc1 | -1.0 | -6 | -1
CCC(C)c1c(NS(=O)(=O)c2ccc(C)cc2)o[nH]c1=O (centres undefined) | -3.5 | 13 | -8
COC(=O)c1ccc(CNC(=O)C(Cc2ccccc2)NC(=O)c2ccccc2)cc1 (centres undefined) | -0.1 | -4 | -2
O=C(C[C@H]1C[C@H](C(=O)N2CCOCC2)[C@@]2(CCC3CCCC3)c3[nH]c4ccc(Cl)cc4c3CCN2C1=O)NCCCn1ccnc1 | 27 | -4 | -3
CCSc1cnnc2ccccc12 | -1.7 | -7 | -4
CCN(C(=O)CN1CCCc2cc(C)ccc21)c1c(N)n(Cc2ccccc2)c(=O)[nH]c1=O | 1.0 | -10 | 0
CCCCn1c(N)c(N(CC)C(=O)c2cccc(S(=O)(=O)N3CCCc4ccccc43)c2)c(=O)[nH]c1=O | -1.9 | 3 | 3
CCOc1cc(N2CCOCC2)c(OCC)cc1NC(=O)CN1C(=O)N(C)C2(CCCCC2)C1=O | -1.6 | 7 | -4
O=C1CCCCC1(O)Cc1ccc2c(c1)OCO2 (centres undefined) | 0.1 | -6 | -6

Other records
SMILES | CRFBP-R2 agonist | CRFR2-BP antag | GalR3 antagonist
c1ccc(C2(CN3CCNC[C@@H]3CC3CCCCC3)CC2)cc1 | 3.5 | -7 | -6
COc1ccc(NC(=O)N(C)C[C@@H]2Oc3cc(C#CCN(C)C)ccc3S(=O)(=O)N([C@H](C)CO)C[C@H]2C)cc1 | -0.4 | -2 | -2
O=C(CSc1ccc(Br)cc1)NC1CCS(=O)(=O)C1 (centres undefined) | 0.0 | -1 | 0
CC(Oc1ccccc1)C(=O)N1CCN(c2ncccn2)CC1 (centres undefined) | 0.7 | -1 | -7
CCOC(=O)C1=C(COC(=O)c2c(OC)cccc2OC)NC(=O)NC1C (centres undefined) | 5.5 | 2 | -2
C[C@H]1CN=C(N(C)C)N1CCc1ccccc1 | 0.0 | 4 | -2
CN(CC(=O)Nc1ccccc1Cl)C(=O)CCNC(=O)Nc1ccccc1 | -1.4 | -6 | -4
O=[N+]([O-])c1ccc(NN=CCCc2ccccc2)nc1 | -2.4 | -33 | -7
CCC1(CC)NC(=O)N(CC(=O)OCC(=O)NC(=O)c2ccccc2OC)C1=O | -0.3 | 2 | -4
COc1ccc(-c2sc3cc4c(cc3c2C#Cc2ccc(N)cc2)OCO4)cc1 | -0.1 | -12 | -8
COc1ccccc1CN(C)C(=O)c1ccc(S(=O)(=O)NCc2ccco2)cc1 | -0.6 | 5 | -2
O=C(COC(=O)c1ccc(F)c(S(=O)(=O)N2CCOCC2)c1)NCCc1ccc(F)cc1 | -2.2 | 6 | -7
CCOc1ccc(C(=O)NNC(=O)C2CC(=O)N(c3ccc(C)cc3)C2)cc1 (centres undefined) | -1.8 | 5 | -4
CC(=O)Nc1ccc2ccccc2c1[N+](=O)[O-] | -1.0 | -6 | -2
CCN1C(=O)[C@H]2[C@H]3CN=C(SCc4ccc(C#N)cc4)N3[C@@](CC)(C(=O)OC)[C@H]2C1=O | -1.9 | 6 | -8
CC[C@@H](NCCCn1cnc2c(SC)ncnc21)c1ccccc1 | -1.1 | -12 | -1
CN(C1CCCCC1)S(=O)(=O)c1ccc(SCC(N)=O)nc1 | -0.5 | 14 | -8
O=C(Nc1ccc2c(c1)OCCO2)c1ccccc1Cl | -2.0 | 16 | -6
COc1ccc(-c2c(-c3cc(OC)cc(OC)c3)n(C)c3ccc(Br)cc23)cc1 | -0.1 | 1 | -4
CN(CC(=O)Nc1ccc(OC(F)(F)F)cc1)C(=O)c1ccc(N2CCCC2=O)cc1 | -0.5 | -1 | -1
C[C@H](CO)N1C[C@H](C)[C@@H](CN(C)C(=O)Nc2ccccc2)Oc2c(NS(=O)(=O)c3ccc(F)cc3)cccc2C1=O | -1.7 | 0 | -2
CCCCn1c(N)c(N(CC(C)C)C(=O)c2cccc(-n3cnnn3)c2)c(=O)[nH]c1=O | -0.7 | 3 | 4
Cc1ccc(OCC(=O)N(C)C2CCCCC2)c([N+](=O)[O-])n1 | 0.7 | -12 | -7
O=S(=O)(O)c1cc(O)c(N=Nc2ccc(O)cc2O)c2ccccc12 | -4.2 | -2 | -7
COc1ccc(-c2sc3cc(OC)c(OC)cc3c2C#CC2(O)CCCCC2)cc1 | -1.5 | -7 | -5

Given with values under each structure: four of the compounds above
Each structure is followed by: CRFBP-R2 agonist | CRFR2-BP antag | GalR3 antagonist
- CCOC(=O)C1=C(COC(=O)c2c(OC)cccc2OC)NC(=O)NC1C (centres undefined)
  5.5 | 2 | -2
- C[C@H]1CN=C(N(C)C)N1CCc1ccccc1
  0.0 | 4 | -2
- CN(CC(=O)Nc1ccccc1Cl)C(=O)CCNC(=O)Nc1ccccc1
  -1.4 | -6 | -4
- O=[N+]([O-])c1ccc(NN=CCCc2ccccc2)nc1
  -2.4 | -33 | -7

Fetched by compound from the list above (6):
SMILES | CRFBP-R2 agonist | CRFR2-BP antag | GalR3 antagonist
COc1ccc(-c2sc3cc(OC)c(OC)cc3c2C#CC2(O)CCCCC2)cc1 | -1.5 | -7 | -5
CCCCn1c(N)c(N(CC(C)C)C(=O)c2cccc(-n3cnnn3)c2)c(=O)[nH]c1=O | -0.7 | 3 | 4
O=C(Nc1ccc2c(c1)OCCO2)c1ccccc1Cl | -2.0 | 16 | -6
C[C@H]1CN=C(N(C)C)N1CCc1ccccc1 | 0.0 | 4 | -2
CN(CC(=O)Nc1ccc(OC(F)(F)F)cc1)C(=O)c1ccc(N2CCCC2=O)cc1 | -0.5 | -1 | -1
COc1ccc(NC(=O)N(C)C[C@@H]2Oc3cc(C#CCN(C)C)ccc3S(=O)(=O)N([C@H](C)CO)C[C@H]2C)cc1 | -0.4 | -2 | -2

Next entries follow.
SMILES | CRFBP-R2 agonist | CRFR2-BP antag | GalR3 antagonist
CC12CCC(=O)N1C(C(=O)NNC(=O)COc1ccccc1F)CS2 (centres undefined) | -0.7 | 20 | -9
O=C(Cn1c(=O)cnc2ccccc21)NCC(=O)Nc1ccc(F)c(F)c1 | -1.1 | 6 | 2
C[C@]12c3[nH]c4cc(-c5ccco5)ccc4c3CCN1C(=O)[C@@H](CC(=O)NCCc1ccccn1)C[C@@H]2C(=O)N1CCCCC1 | -0.3 | 7 | -4
CC(NC(=O)Cc1ccc(S(=O)(=O)N2CCOCC2)s1)c1ccc(Br)cc1 (centres undefined) | 1.5 | 5 | -5
Cc1ccc(C(=O)c2ccccc2C(=O)Nc2ccccc2)cc1 | -1.5 | 4 | -4
CC(C)C1C(=O)N(Cc2cn(CCC3OCCO3)nn2)CCS(=O)(=O)N1Cc1ccc(-c2ccc(F)nc2)cc1 (centres undefined) | 1.6 | 12 | -6
CCCCN(C(=O)C(C)(C)Oc1ccc(Cl)cc1)c1c(N)n(CCC)c(=O)[nH]c1=O | 0.9 | 11 | -5
Cc1ccc2c(CC(=O)N(CC3CCCO3)c3c(N)n(Cc4ccccc4)c(=O)[nH]c3=O)coc2c1 (centres undefined) | -0.3 | 14 | -4
COc1ccc(N2CCN(C(=O)COC(=O)c3nc(Cl)ccc3Cl)CC2)cc1 | -1.2 | -5 | -6
O=C(O)C(Cc1ccccc1)N1C(=O)C=CC1=O (centres undefined) | -1.9 | -15 | -6
CC1(c2ccc([N+](=O)[O-])cc2)NC(=O)N(CC(=O)Nc2ccc(N3CCCCC3)cc2)C1=O (centres undefined) | 16 | -40 | -7
COc1cc(C2CC(=O)Oc3cc(C)c(Cl)c(C)c32)cc(OC)c1OC (centres undefined) | -7.7 | 15 | -9
C[C@H](CO)N1C[C@H](C)[C@@H](CN(C)S(=O)(=O)c2cn(C)cn2)Oc2ccc(NC(=O)Nc3ccc4c(c3)OCO4)cc2C1=O | 2.8 | 1 | -4
Cc1ccc(S(=O)(=O)Nc2ccccc2F)cc1C(=O)NNC(=O)c1ccccc1O | 0.3 | -12 | 0
CCN(CC(=O)Nc1ccccc1OC)C(=O)c1ccc(NC(=O)c2cccs2)cc1 | -0.2 | -7 | 0
COc1ccc2oc(-c3ccncc3)cc(=O)c2c1 | -2.7 | -3 | -3
CCC(/C=C1\Oc2ccc(OC)cc2N1C)=C\c1sc2ccccc2[n+]1CCCS(=O)(=O)[O-] | 1.5 | 10 | 7
COc1ccc2[nH]c3c(c2c1)CCN1C(=O)C(CC(=O)NCCN2CCOCC2)C[C@H](C(=O)N2CCCCC2)[C@@]31C (some centres undefined) | 0.1 | -3 | -7
Nc1cc2c(cc1Br)-c1c(C(=O)O)cccc1C2O (centres undefined) | 0.4 | -1 | -4
CCSc1nnc(NC(=O)c2ccc3nc[nH]c3c2)s1 | -1.0 | -16 | -7
CN(CC(=O)Nc1c(Cl)cccc1Cl)C(=O)Cc1ccc2c(c1)CCC2 | -4.1 | -2 | -1
COc1ccc(CNC(=O)COC(=O)CCOc2ccc(C)cc2)cc1OC | -0.4 | -8 | -5
O=C(Nc1ccc(C(=O)O)cc1)/C(=C\c1ccco1)NC(=O)c1ccc(Br)cc1 | -1.1 | -4 | -4
CN(Cc1ccccc1)C(=O)C(=O)c1c[nH]c2ccccc12 | -0.7 | 26 | -3
Cc1ccc(F)cc1NC(=O)c1ccc(OCC2CCCO2)cc1 (centres undefined) | 0.1 | 9 | -4

Some entries already given, limited to CRFBP-R2 agonist and GalR3 antagonist:
smiles | CRFBP-R2 agonist | GalR3 antagonist
Nc1cc2c(cc1Br)-c1c(C(=O)O)cccc1C2O (centres undefined) | 0.4 | -4
CCSc1nnc(NC(=O)c2ccc3nc[nH]c3c2)s1 | -1.0 | -7
CN(CC(=O)Nc1c(Cl)cccc1Cl)C(=O)Cc1ccc2c(c1)CCC2 | -4.1 | -1
COc1ccc(CNC(=O)COC(=O)CCOc2ccc(C)cc2)cc1OC | -0.4 | -5

Next compounds
SMILES | CRFBP-R2 agonist | CRFR2-BP antag | GalR3 antagonist
N#Cc1ccccc1NC(=O)COC(=O)C1CCN(C(=O)c2ccc(Cl)cc2)CC1 | 1.2 | -2 | -7
O=C1CSC(=S)N1N=Cc1ccc(Cl)cc1Cl | -0.5 | -34 | -2
O=C(CSc1nc2nn(-c3ccccc3)c(=O)c-2c2n1CCCCC2)Nc1ccccc1[N+](=O)[O-] | -0.7 | 17 | 0
CCC(CO)Oc1cc(NCc2ccccc2Cl)c2ncn(C(C)C)c2c1 (centres undefined) | -0.8 | 0 | -3
O=C(CCC1CCCCC1)Nc1cc(C(F)(F)F)ccc1N1CCOCC1 | 2.1 | -25 | 2
CCCCC(=O)NC(c1cccc([N+](=O)[O-])c1)c1ccc2cccnc2c1O (centres undefined) | -0.1 | 9 | -12
CCCCn1c(N)c(N(CC)C(=O)c2c(C)noc2C)c(=O)[nH]c1=O | 0.8 | -5 | 3
O=C(CC1Sc2ccccc2NC1=O)NNc1ccc(Cl)cc1Cl (centres undefined) | -1.4 | -16 | -1
CCOc1cc(/C=C/C(=O)OCC(=O)NCc2ccco2)cc(Cl)c1OC | -0.6 | 3 | 0
CN(C(=O)COC(=O)C1CCN(S(=O)(=O)c2c(Cl)cccc2Cl)CC1)C1CCS(=O)(=O)C1 (centres undefined) | 2.4 | 9 | -3
O=C(CSc1nnnn1C1CC1)N1CCN(c2ccc(O)cc2)CC1 | 1.5 | -9 | -4
CC(=O)c1c(O)c(C)c(O)c2c1OC1=Cc3c(c(C)nn3C)C(=O)C12C (centres undefined) | -0.3 | -17 | -7
COc1ccc(C(=O)COC(=O)c2cnc(C)cn2)cc1OC | -0.4 | 1 | -8
CN(C)S(=O)(=O)c1ccc(C(=O)NCC2(N3CCOCC3)CCCCC2)cc1 | 0.9 | -4 | -2

Screens (PubChem)
